HIV peptide binding = inhibitors of HIV fusion peptide binding, primary screen, biochemical, uHTS, fluorescence dequenching (AID 1986); inhibition, % at 20 µM, or IC50 in µM where a hit was titrated; cell-free peptide binding, fluorescence dequenching, 30 min; higher % means a stronger effect; 290,000 compounds, 0.3% hits; in the data active means inhibition mostly above about 52%, no sharp cut-off; inactive means mostly below about 76%; further: some results filed as inactive read as strong as hits
NOD1 NF-kB reporter = NOD1 signaling inhibitors, primary screen, cell-based, luminescence, uHTS (AID 1578). NOD1-driven NF-kB luciferase reporter cells, luminescence; higher % means a stronger effect. 290,000 compounds, 1% hits. one-dose inhibition, % at 4 µM; EC50 in µM for titrated hits; in the data active means inhibition mostly above about 36%, no sharp cut-off; inactive means mostly below about 34%;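 further: HEK-293T reporter cells stimulated with the NOD1 agonist gamma-tri-DAP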
LYP inhibition = inhibitors of LYP phosphatase, biochemical, fluorescence intensity, uHTS (AID 1779); Tyrosine-protein phosphatase non-receptor type 22 (Homo sapiens); recombinant LYP phosphatase, fluorescence intensity; higher % means a stronger effect; inhibition, % at 11.5 µM; hits with a dose series show IC50 in µM; 290,000 compounds, 0.054% hits;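 further: plate controls were vehicle with enzyme for no effect and no enzyme for full effect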
Salmonella PhoP GFP = inhibitors of PhoP regulon expression, primary screen, Salmonella Typhimurium, GFP reporter (AID 1863). S. Typhimurium PhoP-regulated promoter GFP reporter, 4 h; higher % means a stronger effect. inhibition, % at 50 µM, or IC50 in µM where a hit was titrated. 300,000 compounds, 0.16% hits;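 active means inhibition over 29.93%, a cutoff 3 SD above the screen mean, later confirmed by dose response; inconclusive means inhibition over 29.93% but no dose response follow-up; inactive means inhibition at most 29.93% or unconfirmed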;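 further: 0% = low Mg2+ inducing control and 100% = high Mg2+ repressing control; strong numbers were not always called active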
Siah-1 displacement = Siah-1 peptide-binding antagonists, primary screen, biochemical, fluorescence polarization, rhodamine-plectin, uHTS (AID 1817). E3 ubiquitin-protein ligase SIAH1 (Homo sapiens). Siah-1 / rhodamine-plectin peptide fluorescence polarization; higher % means a stronger effect. displacement, % at 20 µM, or IC50 in µM where a hit was titrated. 290,000 compounds, 0.02% hits;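 active means displacement of at least 50% at 20 µM, with a fluorescence ratio check between 0.3 and a set limit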;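 further: plate controls were Siah plus tracer with DMSO for no effect and tracer alone without Siah for full effect; strong numbers were not always called active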
KOR beta-arrestin-1 = KOR agonists, beta-arrestin recruitment, primary screen, cell-based, luminescence, uHTS (AID 1777). KOR beta-arrestin recruitment, luminescence; higher % means a stronger effect. activation, % at 10 µM; hits with a dose series show EC50 in µM. 280,000 compounds, 0.02% hits; in the data active means activation above about 50%, passing the limit was not always enough; further: a part of the inactive calls stands beside numbers as strong as those of hits
KOR beta-arrestin-2 = KOR antagonists, beta-arrestin recruitment, cell-based, luminescence, uHTS (AID 1778) | Kappa-type opioid receptor (Homo sapiens) | KOR beta-arrestin recruitment, luminescence, antagonist mode; higher % means a stronger effect | inhibition, % at 10 µM, or IC50 in µM where a hit was titrated | 290,000 compounds, 0.091% hits; further: strong numbers were not always called active
NOD2 inhibition = NOD2 signaling inhibitors, cell-based, luminescence, uHTS, HEK293 (AID 1566) | HEK293 NOD2/NF-kB luciferase reporter, luminescence; higher % means a stronger effect | inhibition, % at 4 µM; hits with a dose series show EC50 in µM | 290,000 compounds, 0.63% hits; further: many of its hits are not listed in these tables
Myeloid diff MLP = induction of myeloid progenitor differentiation, primary screen, cell-based, flow cytometry, MLPCN library. 360,000 compounds, 1% hits. AID 624256, 2012. calls only at 10 µM. ER-HoxA9 myeloid progenitors, lysozyme-GFP differentiation;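 active means normalized GFP-positive differentiation at or above the plate's own cutoff, the solvent-only control mean plus 3 SD; inconclusive means no clear call, values can overlap the other calls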;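 further: cells exposed to compound for four days before flow analysis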
Myeloid diff MLP GFP+ MAC1+ % = second read-out of Myeloid diff MLP, no call of its own (marks repeat the call); GFP+ MAC1+ double positive, %; measured here: differentiation confirmed by MAC1 staining
Active calls of the source: *; i = inactive; ? = inconclusive; nt = no result given; + = active, no number; [ ] = dose if it differs, or a comment. Unless noted, no stated cut-off is given here; in the data, active means inhibition above about 50%; inactive means the rest.

SMILES | HIV peptide binding | NOD1 NF-kB reporter | LYP inhibition | Salmonella PhoP GFP | Siah-1 displacement | KOR beta-arrestin-1 | KOR beta-arrestin-2 | NOD2 inhibition | Myeloid diff MLP | Myeloid diff MLP GFP+ MAC1+ %
O=C1N(CCCCN2C(=O)C3(OCCO3)c3ccccc32)c2ccccc2C12OCCO2 | 0.1% | -10% | 1% | 3% | 5% | -1.0% | 12% | 8% | i | 0.7
Cc1ccccc1C(=O)N1CCC(C(=O)Nc2nccs2)CC1 | -0.8% | -17% | 0% | 13% | 2% | 5.9% | -10% | 5% | i | 0.1
CCOC(=O)c1ccc(NC(=O)CSc2nc(C)cc(=O)[nH]2)cc1 | 1.8% | -25% | -6% | -9% | 11% | -3.5% | -4% | 19% | i | 0.4
Cn1cc([N+](=O)[O-])c(C(=O)Nc2nccs2)n1 | -1.1% | -15% | -5% | -3% | 1% | -7.6% | 10% | 37% | i | 0.4
COc1ccccc1N/C(=N/S(=O)(=O)c1ccc(Cl)cc1)c1ccccc1 | -0.9% | -9% | -4% | 12% | 2% | -1.6% | -9% | 11% | i | 3.1
COc1ccccc1C1Nc2cccc3cccc(c23)N1 | 66% | -8% | -2% | 7% | 61% | -6.8% | -1% | -22% | i | 2.9
CC(C)CNC(=O)COCc1cc(-c2ccc3c(c2)OCO3)on1 | -1.6% | 0% | -2% | -6% | 0% | -2.9% | -22% | -20% | i | 0.6
O=C(c1ccc(Cl)cc1Cl)N1CCC(C(=O)N2CCOCC2)CC1 | -0.4% | -30% | -3% | -5% | 4% | -1.3% | -4% | 4% | i | 3.3
Cc1ccc(C(=O)N/C(=C/c2ccc(-c3cccc([N+](=O)[O-])c3)o2)C(=O)NC(C)C)cc1 | 1.0% | -16% | 1% | -3% | 0% | -0.1% | -44% | -6% | i | 1.5
O=C(O)CCc1nc(-c2cccs2)no1 | 2.4% | -11% | -2% | -8% | 5% | 5.4% | -10% | -2% | i | 1.2
NS(=O)(=O)c1cccc(NC(=O)COc2ccc([N+](=O)[O-])cc2)c1 | 7.1% | -7% | -6% | 5% | -6% | 6.1% | -30% | 10% | i | 0.3
CCOC(=O)c1c(C)[nH]c(C)c1S(=O)(=O)N1c2ccccc2CC1C (stereo not given) | -1.2% | 18% | -5% | 9% | -1% | -8.6% | -2% | 2% | ? | nt
COc1cc(NC(=O)CN2CCCCC2)c(C)cc1[N+](=O)[O-] | -3.0% | -16% | -8% | 4% | -8% | 1.5% | 13% | -9% | i | 0.4
CC1Cc2ccccc2N1C(=O)CCn1c(=O)oc2ccccc21 (stereo not given) | 1.2% | -23% | 5% | -2% | -1% | -0.9% | -2% | -18% | ? | nt
O=C(Cn1cncn1)c1ccccc1Br | 0.4% | -7% | -4% | 16% | 8% | 4.6% | -13% | -2% | i | 0.1
CCn1nc(NC(=O)c2ccco2)c2cc3ccc(C)cc3nc21 | 0.6% | 30% | 0% | -7% | 0% | 3.5% | -6% | 2% | i | 0.3
CC(C)(C)C1CCc2c(C(=O)NNC(=O)CCC(=O)O)csc2C1 (stereo not given) | 5.3% | -29% | -2% | -1% | -3% | 3.1% | -16% | -11% | i | 0.7
COCCN(C(=O)CSc1nnc(-c2ccccc2F)n1C)c1c(N)n(Cc2ccccc2)c(=O)[nH]c1=O | -0.8% | -44% | -2% | -4% | 7% | -1.8% | -38% | 2% | i | 0.3
CC(=O)Nc1nc(-c2ccccc2)ns1 | 2.3% | -6% | -2% | 4% | 22% | -4.0% | 14% | 24% | i | 0.4
CCN(CC)Cc1c(O)ccc2c(=O)c(-c3ccc4c(c3)OCCO4)coc12 | -1.0% | -10% | -2% | -7% | -1% | -0.6% | -50% | 9% | i | 0.6
CCn1c(-c2ccccc2Cl)nn(CC(=O)Nc2ccccc2C)c1=S | 23% | -21% | -7% | -3% | 7% | 3.1% | 1% | 14% | i | 0.7
O=C(N/N=C1/CCSC1)c1cccc([N+](=O)[O-])c1 | -0.2% | -38% | -5% | 1% | 4% | -3.0% | -25% | -1% | i | 0.5
CN(CC(=O)Nc1cccc(S(=O)(=O)N(C)C)c1)Cc1ccccc1 | -1.6% | -20% | -8% | 4% | 3% | 6.1% | -18% | -20% | nt | nt
COCCn1nnnc1C(c1cc2ccc(OC)cc2[nH]c1=O)N1CCN(C2CCCCC2)CC1 (stereo not given) | -2.5% | 6% | -4% | -2% | -8% | 18% | 41% | 4% | i | 1.0
COCCNC(=O)[C@H]1N2C(=O)c3c(ccc(OC)c3OC)C2SC1(C)C (stereo not given in full) | -1.4% | -9% | -8% | 1% | 3% | 1.1% | -20% | -7% | i | 0.6

In a second layout: results already given
SMILES: COc1ccccc1C1Nc2cccc3cccc(c23)N1
  HIV peptide binding = 66%; NOD1 NF-kB reporter = -8%; LYP inhibition = -2%; Salmonella PhoP GFP = 7%; Siah-1 displacement = 61%; KOR beta-arrestin-1 = -6.8%; KOR beta-arrestin-2 = -1%; NOD2 inhibition = -22%; Myeloid diff MLP = i; Myeloid diff MLP GFP+ MAC1+ % = 2.9
SMILES: CC(C)CNC(=O)COCc1cc(-c2ccc3c(c2)OCO3)on1
  HIV peptide binding = -1.6%; NOD1 NF-kB reporter = 0%; LYP inhibition = -2%; Salmonella PhoP GFP = -6%; Siah-1 displacement = 0%; KOR beta-arrestin-1 = -2.9%; KOR beta-arrestin-2 = -22%; NOD2 inhibition = -20%; Myeloid diff MLP = i; Myeloid diff MLP GFP+ MAC1+ % = 0.6
SMILES: O=C(c1ccc(Cl)cc1Cl)N1CCC(C(=O)N2CCOCC2)CC1
  HIV peptide binding = -0.4%; NOD1 NF-kB reporter = -30%; LYP inhibition = -3%; Salmonella PhoP GFP = -5%; Siah-1 displacement = 4%; KOR beta-arrestin-1 = -1.3%; KOR beta-arrestin-2 = -4%; NOD2 inhibition = 4%; Myeloid diff MLP = i; Myeloid diff MLP GFP+ MAC1+ % = 3.3
SMILES: Cc1ccc(C(=O)N/C(=C/c2ccc(-c3cccc([N+](=O)[O-])c3)o2)C(=O)NC(C)C)cc1
  HIV peptide binding = 1.0%; NOD1 NF-kB reporter = -16%; LYP inhibition = 1%; Salmonella PhoP GFP = -3%; Siah-1 displacement = 0%; KOR beta-arrestin-1 = -0.1%; KOR beta-arrestin-2 = -44%; NOD2 inhibition = -6%; Myeloid diff MLP = i; Myeloid diff MLP GFP+ MAC1+ % = 1.5

Next structures follow:
SMILES | HIV peptide binding | NOD1 NF-kB reporter | LYP inhibition | Salmonella PhoP GFP | Siah-1 displacement | KOR beta-arrestin-1 | KOR beta-arrestin-2 | NOD2 inhibition | Myeloid diff MLP | Myeloid diff MLP GFP+ MAC1+ %
O=S(=O)(c1cccc(-c2csc(-c3ccccc3)n2)c1)N1CCOCC1 | 2.2% | -1% | 1% | 7% | 6% | -7.0% | 2% | 11% | i | 0.4
Cc1ccc(NC2=CC(=O)CC(C)(C)C2)c(N)c1 | -0.7% | 12% | -3% | 16% | -2% | -6.9% | -52% | -16% | + | nt
CC(C)c1ccc(NC(=O)N2CCc3ccccc3C2)cc1 | -0.2% | -11% | -5% | 0% | -3% | -2.8% | -19% | -59% | i | 0.5
CN1CCN(c2ccccc2NC(=O)c2ccc(-c3cccc(Cl)c3)o2)CC1 | -1.4% | -19% | -10% | 4% | 2% | -3.1% | 13% | 3% | i | 4.9
Cc1c(C)c2ccc(OS(C)(=O)=O)cc2oc1=O | -2.6% | 36% | -1% | 8% | -3% | 3.5% | nt | 6% | i | 0.6
CC(CNC(=O)CCn1c(=O)c2cccn2c2ccc(F)cc21)c1ccccc1 (stereo not given) | -2.2% | 25% | -8% | 9% | -1% | -1.3% | -8% | 6% | i | 1.5
O=C(COC(=O)Cn1cnc2ccccc2c1=O)NCc1ccccc1Cl | -1.4% | -35% | -2% | 3% | 6% | -2.9% | 5% | 9% | i | 0.9
Cc1ccc(C2CC2C(=O)NNC(=S)Nc2cccc(C)c2)cc1 (stereo not given) | 0.2% | -23% | 5% | 2% | -9% | -0.2% | -25% | 9% | i | 1.4
CSc1nnc(NC(=O)c2ccc3c(c2)OCO3)s1 | -0.9% | 33% | -9% | 7% | 2% | -1.1% | -4% | -53% | i | 2.5
COc1ccc(C2C(C#N)=C(C)NC(C)=C2C(=O)OC(C)C)c(OC)c1 (stereo not given) | 1.5% | -30% | 0% | 0% | -3% | 0.0% | -18% | 10% | i | 0.2
C=CCc1c(C)nc(-c2ccccc2)nc1Nc1ccccc1O | 8.6% | -28% | -2% | -11% | 0% | -0.6% | -9% | -36% | + | 1.7*
Cc1nc(NS(=O)(=O)c2ccccc2)sc1C(=O)NN | 3.8% | -38% | -4% | 0% | -2% | nt | -62%[20 µM] | 16% | i | 0.0
CCOC(=O)C1=C(C)NC(=S)NC1c1ccc(C)s1 (stereo not given) | -1.7% | -27% | -5% | -7% | 3% | -1.6% | -27%[20 µM] | 16% | i | 0.3
Cc1[nH]nc2c1C(c1ccccn1)N(c1ccc(Br)cc1)C2=O (stereo not given) | -2.3% | -15% | -5% | -8% | 1% | 0.1% | 20% | -13% | i | 1.2
O=C(N/N=C\c1ccncc1)c1ccccc1O | -1.2% | -21% | 1% | 5% | -4% | -2.6% | 1% | -26% | i | 0.3
COc1ccc(S(=O)Cc2ccc(C(=O)NCc3cccc(OC)c3)o2)cc1 (stereo not given) | 0.7% | -17% | -8% | -6% | 18% | -0.5% | -10% | 7% | i | 2.9
Cn1ccnc1SCc1cn2ccccc2n1 | -1.9% | -20% | 0% | 12% | 2% | -8.2% | 30% | -10% | i | 0.6
O=C(N/N=C/c1c[nH]c2ccccc12)c1cc(Br)ccc1O | 18% | -10% | -6% | 21% | -3% | -1.0% | -5% | -5% | i | 0.7
CC(C)CNC(=O)c1cccc(NC(=O)CSc2ccc(Cl)cc2)c1 | 0.5% | -5% | -6% | 7% | 11% | 0.8% | 5% | 7% | i | 0.3
O=C(NCC1CCCO1)c1onc(CSc2ccc(F)c(F)c2)c1C(=O)O (stereo not given) | 4.2% | 6% | -2% | -6% | 1% | 2.5% | -37% | 5% | i | 0.7
O=c1ccc(-c2ccc(S(=O)(=O)N3CCN(c4cccc(Cl)c4)CC3)o2)n[nH]1 | 1.6% | 48% | -9% | 6% | -2% | 8.8% | -51% | 11% | i | 2.6
Cc1cc(NC(=O)CN(C)S(=O)(=O)c2cccc(Cl)c2)no1 | -1.1% | -22% | -7% | 6% | -7% | -1.9% | 0% | 1% | i | 0.2

High-throughput results deposited in PubChem BioAssay by several laboratories.

This is a subset; count on the stated rates, not on these rows.
